Assay outcomes as filed in PubChem BioAssay.
EWS-Fli inh: blocks EWS/Fli oncoprotein-driven transcription; A673 NR0B1-luciferase reporter, viability-normalised; 350,000 tested, 0.67% active; inhibition, % at 12.6 µM;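 active means mean inhibition of at least 50% after viability correction, with every replicate also passing that limit; inconclusive means mean reaches 50% but only one of two replicates passes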;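 further: firefly luciferase signal divided by Alamar Blue viability fluorescence both relative to DMSO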
DENV2 CPE rescue: inhibitors of DENV2 cytopathic effect; DENV2-infected cells, cytopathic effect rescue, plate reader; CPE inhibition, % at 9.99 µM; 350,000 tested, 1.7% active; AID 651640; in the data active means CPE inhibition above about 20%, passing the limit was not always enough; inconclusive means no clear call, values can overlap the other calls; tested in BHK-21 cells;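 further: 0% = median of neutral control wells and 100% = median of positive control wells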
miR-122 sensor: inhibitors of miR-122 in Huh7 cells | Huh7 miR-122 Renilla luciferase sensor, 48 h; neutral wells = 0, positive control = 100 | activation (reporter increase), % at 12.5 µM | 340,000 tested, 0.3% active | AID 602342;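 active means mean replicate activation score at least 90 and every replicate individually at or above 90; inconclusive means only one of the two criteria met; inactive means neither criterion met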;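 further: higher luciferase means less miR-122 activity so hits act as miR-122 inhibitors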
FN deposit inh: fibronectin deposition inhibition; AH1F fibroblasts, Alexa488-fibronectin deposition fluorescence, overnight; inhibition, % at 12.6 µM; 350,000 tested, 0.086% active;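 active means mean inhibition across replicates of 30% or more, regardless of how many single replicates reach that level; inconclusive means mean under 30% yet at least half of replicates reach 30%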;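 further: positive control wells lacked labelled fibronectin entirely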
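material = AH1F fibroblast monolayer depositing Alexa488-labelled fibronectin into matrix | amount = 10000 AH1F cells/well | buffer or medium = DMEM plus 2% serum, read in PBS | incubation = 1 h cell adhesion before compound, then overnight fibronectin incubation | detection = fluorescence at 485 nm excitation, 525 nm emission | evaluation = percent inhibition as loss of matrix-bound fibronectin fluorescence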
PAX8 reporter: PAX8 transcriptional activity inhibition. RMG-I TPO-luciferase reporter, SteadyGlo, 24 h. inhibition, % at 12.6 µM. 360,000 tested, 1.2% active. AID 652154;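 active means mean replicate inhibition at least 60% with every replicate also reaching 60%; inconclusive means only one of the two criteria is met; inactive means mean below 60% and not all replicates reaching 60%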;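 further: luciferase light reporting Pax8 driven TPO promoter activity; plate controls were median of neutral control wells for no effect and mitoxantrone controls for full effect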
CFTR F508del cor: correctors of CFTR F508del function in bronchial epithelial cells | CFBE cells, YFP halide quenching; stimulated with forskolin plus potentiator P3; % fluorescence drop versus neutral controls | AID 720511 | activity (quench increase), % at 7.58 µM | 350,000 tested, 0.36% active;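 active means mean added fluorescence quench of at least 8% versus neutral control, with both replicates also reaching 8%; inconclusive means only one of the mean or replicate conditions met; inactive means mean below 8% and not both replicates reaching 8%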;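 further: cells transiently co-express mutant CFTR-F508del with the halide-sensitive YFP; corrector assay measuring rescue of mutant channel to the surface after 24 h compound exposure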
GSIS activator: GLuc luminescence reporter in INS-1E cells, primary screen for activators of glucose-dependent secretion of insulin | INS-1E GLuc reporter insulin secretion, 2-3 h | activation, % at 16.6 µM | 370,000 tested, 0.61% active | AID 743287;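 active means lowest replicate activation of at least 40%, so every replicate reaches that level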;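 further: 0% = median of neutral control wells and 100% = median of IBMX positive control wells; some compounds called inactive have numbers as strong as hits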
* marks the source's active call; other numbers are inactive results; ? = inconclusive; . = no result given; & = joins results of further samples; [ ] = dose if it differs, or a comment.

SMILES | EWS-Fli inh | DENV2 CPE rescue | miR-122 sensor | FN deposit inh | PAX8 reporter | CFTR F508del cor | GSIS activator
CC1NC(=S)N(C2CCCCC2)C1=O (configuration not stated) | 6 | 11 | . | -7 | 5 | -1.6 | 8
N#CC1(NC(=O)COc2ccc3oc4ccccc4c3c2)CCCCC1 | 44 | -5 | . | 3 | -19 | . | 1
CCCn1c(=O)n(C)c(=O)c2c(SCC(=O)NC34CC5CC(CC(C5)C3)C4)nc(CC(C)C)nc21 | 19 | -3 | . | -3 | 5 | . | -18
CCOc1ccc2nc(NC(=O)c3cccc(N4C(=O)CCC4=O)c3)sc2c1 | -2 | -4 | 2 | 2 | -21 | -1.2 | 28
O=C(O)c1cc2ncc(-c3[nH]ncc3[N+](=O)[O-])cn2n1 | 11 | 2 | . | -1 | -6 | 2.4 | -11
O=C(NC1CC1)c1ccc(CSCc2ccccc2Cl)o1 | . | 10 | -2 | -13 | -29 | -2.1 | 1
O=C(NN=C1CCCC1)c1cccc(O)c1 | . | 2 | -4 | -4 | -4 | -0.7 | 2
COc1ccc2c3c(n(C)c2c1)[C@@H](CO)N(C(=O)NC(C)C)CC31CCN(CC2CCCC2)CC1 | 3 | 2 | . | . | -18 | 0.1 | -9
CN1CCC(NC(=O)Nc2cccc(C(F)(F)F)c2)CC1 | -7 | . | -1 | 2 | -15 | 3.1 | 24
COc1ccc2c3c(n(C)c2c1)[C@@H](CO)N(Cc1ccccc1)CC31CCN(C)CC1 | -2 | 56* | . | . | . | -1.5 | 3
COc1ccc(N(C(=O)c2snc(C(N)=O)c2N)C(C(=O)NC2CCCC2)c2ccc(C)o2)c(OC)c1 (configuration not stated) | 11 | 6 | 6 | 0 | 5 | 1.6 | 10
CSc1ncccc1C(=O)N1CCCC(C(=O)c2cc(F)ccc2F)C1 (configuration not stated) | -28 | 2 | 4 | 1 | 5 | -0.7 | 23
CCc1ccc(OCCNC(=O)c2cc(SC)ccc2Cl)cc1 | . | . | -4 | -2 | -9 | . | .
CC1(C)CC(C(CC(=O)O)c2ccccc2)CCO1 (configuration not stated) | 7 | 8 | 0 | -14 | . | -1.7 | -5
Cc1ccc(S(=O)(=O)N2CCCCC2)cc1NC(=O)C1CCN(C(=O)OC(C)(C)C)CC1 | 13 | 2 | -1 | -2 | 16 | 0.2 | -9
COC(=O)C(CSCc1ccccc1)NC(=O)CCNC(=O)OCc1ccccc1 (configuration not stated) | 7 | 17 | . | . | 7 | 0.7 | -33
O=C(Nc1ccc(NC(=O)c2cccc([N+](=O)[O-])c2)cc1)c1cccc([N+](=O)[O-])c1 | -12 | -4 | -5 | -1 | -9 | -0.4 | 3
Cc1ccc(CN2CCC[C@]3(N[C@H](c4ccc(C)cc4)[C@@H]4C(=O)N(Cc5ccccc5)C(=O)[C@@H]43)C2=O)cc1 | 2 | -4 | 5 | 0 | 0 | 1.6 | .
C[C@@H]1CN([C@@H](C)CO)S(=O)(=O)c2ccc(Br)cc2O[C@@H]1CN(C)C(=O)c1ccncc1 | -14&-3 | 8&0 | -2 | -3&0 | 6 | 2.0&0.4 | 0&18
CCC(=O)NC(=S)NNC(=O)c1ccccc1[N+](=O)[O-] | -15 | -2 | . | 7 | -13 | -2.9 | 8
COc1cccc(NC(=O)CN2C(=O)NC(Cc3c[nH]c4ccccc34)C2=O)c1 (configuration not stated) | 10 | -2 | -6 | 4 | . | 1.0 | -22
C[C@@H]1CN([C@H](C)CO)C(=O)c2cc(N(C)C)ccc2O[C@@H]1CN(C)S(=O)(=O)c1cn(C)cn1 | 4 | 71* | -1[16.7 µM] | -6 | -9 | 0.5 | 3
Oc1ccc(N2CCN(C(=S)NCc3ccccc3)CC2)cc1 | -5 | 5 | 23 | 6 | 1 | 0.0 | 0
CN(CC(=O)Nc1c(Cl)cccc1Cl)C(=O)c1ccncc1 | -8 | -5 | 0 | 4 | -7 | 0.2 | -1
N/C(=N\OC(=O)CCC1CCCC1)c1ccc([N+](=O)[O-])cc1 | -24 | ? | . | -4 | -23 | -0.8 | -34
Carrying on.
SMILES | EWS-Fli inh | DENV2 CPE rescue | miR-122 sensor | FN deposit inh | PAX8 reporter | CFTR F508del cor | GSIS activator
CCCCC(NC(=O)c1ccc(C#N)cc1)C(=O)NCCC (configuration not stated) | -2 | 18 | . | -4 | 1 | 1.7 | -5
O=C(C1CC(=O)N(c2ccccc2)C1)N1CCN(c2ccccc2F)CC1 (configuration not stated) | 1 | -2 | . | . | -2 | 1.2 | -1
CCCN1[C@H](C(=O)N2CCOCC2)[C@@H](CO)[C@@H]2Cn3c(ccc(/C=C/c4ccccc4)c3=O)[C@@H]21 | -2 | 14 | 40[16.7 µM] | . | 78* | 9.2* | -7
COc1cc(OC)c(C(=O)O/N=C(\N)c2ccc(C)cc2)cc1OC | -4 | -4 | . | 3 | -13 | 2.3 | 15
CCOc1ccc(N/N=C(/C#N)C(N)=O)cc1 | -30 | 5 | -6 | . | . | -4.0 | -6
CCC(=O)c1ccc(OCCn2cncn2)cc1 | . | . | -3 | 5 | -10 | . | .
COc1ccc(NC(=O)Nc2cccc3c2O[C@@H](CN(C)S(=O)(=O)c2ccc(C)cc2)[C@H](C)CN([C@H](C)CO)C3=O)cc1 | -15 | -4 | -6[16.7 µM] | . | 0 | -0.5 | -8
CCOc1ccccc1NC(=O)NCCC1=CCCCC1 | . | . | -2 | 5 | 8 | . | -12
O=C1NC(=O)/C(=C/c2ccccc2OCc2ccccc2)S1 | 1 | 1 | 6 | -11 | -10 | 1.2 | -42
C[C@@H]1CN([C@@H](C)CO)C(=O)c2cc(C3=CCCCC3)cnc2O[C@H]1CN(C)C(=O)c1ccccn1 | -3 | -16 | 0[16.7 µM] | -13 | 5 | -3.9 | -2
CCOc1ccc2nc(N3CCCCCC3)sc2c1 | -23 | -4 | -19 | . | . | -3.7 | -25
Cc1cc(Br)ccc1NC(=O)CN(C)C(=O)c1cc(S(=O)(=O)N(C)C)ccc1N1CCCC1 | . | ? | -3 | . | 21 | -2.1 | -23
COc1ccc(NC(=O)Cn2nnc(C(=O)NCc3cccs3)c2N)c(OC)c1 | -1 | ? | -5 | 2 | -5 | 3.7 | 8
C/C(=C\C(=O)OCC(=O)NCc1ccccc1)C(=O)OCC(=O)NCc1ccccc1 | . | . | -10 | 3 | 10 | . | -4
O=C(c1cccs1)N1CCN(c2ncc(Br)cn2)CC1 | 6 | -2 | . | 6 | 12 | -2.0 | 1
O=C(C[C@H]1CC[C@H]2[C@@H](COC[C@@H](O)CN2Cc2cc(F)ccc2F)O1)N1CCc2ccccc2C1 | 3 | 3 | -9[16.7 µM] | -13 | 44 | 0.7 | -4
CCOC(=O)N1CCN(c2ncnc3nc[nH]c23)CC1 | -12 | -5 | 3 | 6 | -21 | 1.4 | .
CCOC(=O)C1CCCN(Cc2c(F)cccc2Cl)C1 (configuration not stated) | -3 | 0 | 1 | . | . | 1.2 | 9
Cc1ccc(CNS(=O)(=O)c2ccc([N+](=O)[O-])cc2)cc1 | 12 | -5 | -6 | 1 | 37 | 0.0 | -1
Cc1ccc(/C=N/NC(=O)Cc2ccc(Cl)cc2)s1 | . | -3 | 2 | -1 | -21 | -2.7 | -1
C[C@H]1CN([C@@H](C)CO)C(=O)c2ccccc2-c2ccccc2CO[C@@H]1CN(C)C(=O)[C@H](Cc1ccccc1)N(C)C | 9 | 4 | . | -14 | -2 | -0.6 | 5
Cc1ccc(CS(=O)(=O)c2nsc(C)c2C#N)cc1 | -2 | 2 | . | -3 | 5 | 1.5 | -1
COc1cccc(CNC(=O)CCC2CCCN(C(=O)c3csc(C(C)C)n3)C2)c1 (configuration not stated) | 0 | -7 | . | -2 | 9 | 0.7 | .
CCOC(=O)C1CCCN(C(=O)c2cn(-c3ccccc3)nc2-c2cccnc2)C1 (configuration not stated) | 2 | -12 | -8 | 20 | -1 | -0.1 | 9
CCNC(=O)C[C@@H]1CC[C@H]2[C@H](COc3ccc(NC(=O)c4ccc5c(c4)OCO5)cc3C(=O)N2C)O1 | 5 | -3 | 17[16.7 µM] | -16 | 1 | 2.0 | 0
The results go on.
SMILES | EWS-Fli inh | DENV2 CPE rescue | miR-122 sensor | FN deposit inh | PAX8 reporter | CFTR F508del cor | GSIS activator
C[C@@H]1CN([C@H](C)CO)C(=O)Cc2cc(NC(=O)CCCCCC(=O)Nc3ccccc3N)ccc2O[C@@H]1CN(C)Cc1ccc(Oc2ccccc2)cc1 | 20 | -8 | -7[16.7 µM] | . | ? | 0.3 | 8
CN(CCCn1ccc(NC(=O)OCc2ccccc2)nc1=O)Cc1ccco1 | 3 | -8 | -2 | . | 1 | 3.6 | 12
O=C(O)C1CC=CCC1C(=O)Nc1cccnc1 (configuration not stated) | -3 | -3 | -2 | . | 7 | . | -4
Cn1c(C(=O)NCc2cccnc2)cc2sccc21 | -2 | -4 | -11 | . | . | -0.6 | 9
COc1ccccc1-c1cnc2c(c1)C(=O)N([C@H](C)CO)C[C@@H](C)[C@H](CN(C)Cc1ccncc1)O2 | -5 | -1 | 3[16.7 µM] | 6 | . | -0.5 | -2
Cc1ccc(S(=O)(=O)N(C)CC(=O)OCC(=O)NCCc2ccc(S(N)(=O)=O)cc2)cc1 | -3 | -8 | . | 4 | 1 | 0.5 | 20
O=C(O)COc1ccccc1/C=N/NC(=O)c1cc(-c2ccc(Cl)cc2)nc2ccccc12 | 1 | 18 | 4 | 1 | -3 | -2.2 | -18
CC(=O)N1CCC2(CC1)CC(=O)c1cc(Cl)ccc1O2 | 0 | . | 3 | 1 | 21 | -3.5 | 17
O=C(NNS(=O)(=O)c1ccc(F)cc1)c1ccc([N+](=O)[O-])cc1Cl | -2 | 5 | -1 | 6 | 9 | 0.9 | .
N[C@H]1CC[C@H](CCn2cc(-c3ccccn3)nn2)O[C@@H]1CO | -12 | -1 | 8[16.7 µM] | 8 | -2 | 0.8 | -1
N#C/C(=C/c1ccc(F)cc1)c1nnc(NC(=O)c2ccccc2)s1 | -14 | 5 | -1 | 7 | -3 | 6.6 | 12
N/C(=N\OC(=O)c1ccc(Cl)cc1)c1[nH]ncc1Br | 27 | -4 | . | -10 | -86 | . | 10

Single records, from the list above.
Record of CC(=O)N1CCC2(CC1)CC(=O)c1cc(Cl)ccc1O2 = EWS-Fli inh = 0; DENV2 CPE rescue = .; miR-122 sensor = 3; FN deposit inh = 1; PAX8 reporter = 21; CFTR F508del cor = -3.5; GSIS activator = 17
Record of N#C/C(=C/c1ccc(F)cc1)c1nnc(NC(=O)c2ccccc2)s1 = EWS-Fli inh = -14; DENV2 CPE rescue = 5; miR-122 sensor = -1; FN deposit inh = 7; PAX8 reporter = -3; CFTR F508del cor = 6.6; GSIS activator = 12

Some values from the results shown.
DENV2 CPE rescue result of `Cc1ccc(CS(=O)(=O)c2nsc(C)c2C#N)cc1` = 2
DENV2 CPE rescue result of `CCOC(=O)C1CCCN(C(=O)c2cn(-c3ccccc3)nc2-c2cccnc2)C1` (configuration not stated) = -12
miR-122 sensor result of `CCc1ccc(OCCNC(=O)c2cc(SC)ccc2Cl)cc1` = -4
PAX8 reporter result of `Cc1ccc(S(=O)(=O)N2CCCCC2)cc1NC(=O)C1CCN(C(=O)OC(C)(C)C)CC1` = 16
EWS-Fli inh result of `N/C(=N\OC(=O)c1ccc(Cl)cc1)c1[nH]ncc1Br` = 27
DENV2 CPE rescue result of `Cc1ccc(CNS(=O)(=O)c2ccc([N+](=O)[O-])cc2)cc1` = -5

Random draw from the library. Share with any hit: about 3.9%.
